# Assay outcomes as filed in PubChem BioAssay.
# NCI-60 one-dose screen, 48 h, at 10 µM unless noted. Numbers give growth in % (100 = growth as untreated, 0 = no growth, -100 = all killed).
# SW-620 = SW-620 colon cancer | 82,000 tested, 5.2% active | AID 1794795
# SF-539 = SF-539 CNS cancer. AID 1794752. 81,000 tested, 6.8% active
# SNB-75 = SNB-75 CNS cancer | 79,000 tested, 5% active | AID 1794750
# SNB-19 = SNB-19 CNS cancer cells; 81,000 tested, 2.5% active
# KM12 = KM12 colon cancer cells; 82,000 tested, 5% active; AID 1794800
# SF-295 = SF-295 CNS cancer cells | 79,000 tested, 5.6% active | AID 1794758
# HCT-15 = HCT-15 colon cancer; 82,000 tested, 5.2% active
# HCT-116 = HCT-116 colon cancer. 82,000 tested, 7.3% active. AID 1794798
# HCC-2998 = HCC-2998 colon cancer. 79,000 tested, 4.7% active. AID 1794799
# The depositor's hits bear a star; · = not tested or not shown; & = joins results of further samples; [ ] = remark or other dose. The calls were made as follows: active = growth percent below 10; inactive = the rest. Rows are unselected, and some 11% of all compounds hit somewhere here.
# The first two compounds, to show the layout:
# Value order – SW-620	SF-539	SNB-75	SNB-19	KM12	SF-295	HCT-15	HCT-116	HCC-2998
Cc1ccccc1N1C(=O)CSC1=S
  87	142	68	105	117	109	97	93	84
CCCCCCCCCCCCC#N
  106	95	95	99	117	101	95	100	109

# Results (from the top)
# Value order – SW-620	SF-539	SNB-75	SNB-19	KM12	SF-295	HCT-15	HCT-116	HCC-2998
Cc1ccccc1N1C(=O)CSC1=S
  87	142	68	105	117	109	97	93	84
CCCCCCCCCCCCC#N
  106	95	95	99	117	101	95	100	109
CCCN(CCC)CC(O)c1cc2cc(C(F)(F)F)cc(C(F)(F)F)c2c2ccccc12 (stereo not given)
  51	85	117	89	64	·	59	67	·
CC(=O)Nc1nc2c(s1)C1=CC[C@H]3[C@@H]4CC[C@H]([C@H](C)CCCC(C)C)[C@@]4(C)CC[C@@H]3[C@@]1(C)CC2
  105	106	93	100	102	116	99	101	104
COc1ccc(C2=Cc3ccc(OC(C)=O)cc3OC2)cc1
  101	86	107	99	89	104	82	104	95
O=C(NC(=S)Nc1ccc(S(=O)(=O)c2ccc(NC(=S)NC(=O)c3ccccc3)cc2)cc1)c1ccccc1
  99	99	96	95	103	98	99	100	112
Nn1cnc2c(ncn2C2OC(CO)C(O)C2O)c1=O (stereo not given)
  112	104	109	96	91	109	106	98	98
Cc1cccc(C)c1N1C(=O)CC(Sc2ccccc2N)C1=O (stereo not given)
  101	102	82	91	111	109	110	106	109
Cc1ccc(C(=O)NN2C(=O)CSC2c2ccccc2[N+](=O)[O-])cn1 (stereo not given)
  95	95	68	96	103	89	95	95	103
CNS(=O)(=O)Oc1ccc(-c2cn3ccoc3n2)cc1
  102	97	96	99	109	93	99	100	108
CCCC1(C(OC)OC)NC(=O)N(C)C1=O (stereo not given)
  113	100	98	102	106	103	107	98	107
S=C(Nc1ccccc1)Nc1nccs1
  99	96	102	93	129	91	107	95	105
COc1ccc(-c2nnc(SCC(=O)Nc3ccc(C(=O)/C=C/c4cc(OC)c(OC)c(OC)c4)cc3)n2-c2ccccc2)cc1OC
  12[100 µM]	1.4*[100 µM]	-22*[100 µM]	-20*[100 µM]	·	-86*[100 µM]	8.9*[100 µM]	-85*[100 µM]	8.2*[100 µM]
COc1ccc(CNC(=O)CSc2nc3ccccc3c(=O)n2CCc2ccc(S(N)(=O)=O)cc2)cc1
  100	86	72	80	100	85	94	102	103
Cc1cc(=O)[nH]c(N/N=C/C(C)C)n1
  103	105	96	107	103	83	108	·	103
CCCCC1SC(N)=NC1=O (stereo not given)
  128	107	93	98	108	85	110	106	94
C=C(C)[C@@H]1CC[C@]2(C(=O)O)CC[C@]3(C)[C@H](CC[C@@H]4[C@@]5(C)C[C@@H](Cc6cn([C@@H]7O[C@H](CO)[C@@H](O[C@@H]8O[C@H](CO)[C@H](O)[C@H](O)[C@H]8O)[C@H](O)[C@H]7O)nn6)[C@H](O)C(C)(C)[C@@H]5CC[C@]43C)[C@@H]12
  97	98	100	99	102	101	99	98	107
COc1ccc(C(=O)C[n+]2cccc3c4ccccc4ccc32)cc1OC
  96	93	84	94	92	94	101	98	96
COC(=O)C(Br)C(C(=O)OC)C(Cl)(Cl)Cl (stereo not given)
  111	106	92	106	102	107	111	101	104
O=C1c2ccc(S(=O)(=O)O)cc2C(=O)c2cc(S(=O)(=O)O)ccc21
  107	99	96	106	101	95	97	106	104
CCCC(NC(=O)OC(C)(C)C)C(=O)O (stereo not given)
  113	98	71	100	105	94	95	95	99
O=S(=O)(NCCNc1nccc(-n2cnc3ccccc32)n1)c1cccc2ccccc12
  104	85	84	96	99	101	98	100	110
COc1cc(C2NC(=O)NC(C)=C2C(=O)c2cnccn2)cc(OC)c1OC (stereo not given)
  95	93	92	99	113	105	104	97	100
O=C(Cn1cc(CSc2nnc3oc4ccccc4n23)nn1)Nc1ccccc1O
  112	81	58	84	79	91	86	96	102
O=C(/C=C/c1ccc(Br)cc1)c1ccc(-n2cc(CN3CCN(c4cc5c(cc4F)c(=O)c(C(=O)O)cn5C4CC4)CC3)nn2)cc1
  95	83	94	87	89	88	95	7.8*	99
Clc1cc(Cl)c(Cl)c(-c2nc(-c3cccnc3)cs2)c1
  46	81	92	103	103	100	87	40	·
CN1CCCc2cc(/C=C3\SC(=S)N(c4cc(N)cc(C(=O)O)c4)C3=O)ccc21
  96	96	91	92	111	101	100	104	105
Cc1ccc(-c2nc3nc(-c4ccccc4)nc(N4CCCN(S(=O)(=O)c5ccccc5)CC4)c3o2)cc1
  93	87	70	94	105	100	96	99	104
O=C(Cn1cc(CN2CCCCCC2)nn1)Nc1ccc2c(ccn2Cc2ccccc2)c1
  97	93	76	99	94	100	93	95	98
CS(=O)(=O)Nc1cc(-c2ccc3ncc(C#N)c(NCc4ccccc4F)c3c2)cnc1Cl
  8.4*	-12*	26	13	12	-22*	8.3*	4.1*	-1.7*
C[C@@H](O)[C@H]1C(=O)N2C(C(=O)O)=C(SC3CN[C@H](C(=O)N(C)C)C3)[C@H](C)[C@H]12 (stereo not given in full)
  99	113	94	119	108	96	104	104	106
COc1cc(C(=O)OC(=O)c2ccc(OCc3ccccc3)c(OC)c2)ccc1OCc1ccccc1
  103	106	97	102	106	100	110	92	96
O=C(Nc1ccccc1)c1cccc([N+](=O)[O-])c1
  98	103	94	102	92	101	100	98	90
Oc1ccccc1-c1nnc(Nc2ccc(C(F)(F)F)cc2)o1
  98	102	93	92	87	104	100	82	104
CN1C(=O)N(C)C2C1NN=c1s/c(=C3\C(=O)Nc4ccccc43)c(=O)n12 (stereo not given)
  97	99	71	94	108	99	103	91	102
NS(=O)(=O)c1ccc(CCn2c(SCC(=O)Nc3ccc(Cl)cc3)nc3ccccc3c2=O)cc1
  83	84	69	75	80	74	77	74	100
CCN(CC)CCNC(=O)c1ccc(C(=O)NCCN(CC)CC)cc1
  109	107	84	·	110	116	104	100	108
COc1cc(/C=C2\CN(C)C/C(=C\c3cc(CN4CCOCC4)c(O)c(OC)c3)C2=O)cc(CN2CCOCC2)c1O
  48	35	26	58	37	77	65	21	91
COc1cccc(C(O)C2=CC(=O)c3ccccc3C2=O)c1OC (stereo not given)
  103	96	96	114	98	·	96	98	100
COC(=O)C1=C(C)NC(C)=C(C(=O)OCCN(C)Cc2ccccc2)C1c1cccc([N+](=O)[O-])c1 (stereo not given)
  90	95	98	86	82	71	73	56	97
CN=C(NC(C)C)c1ccc(NC(=O)c2ccc(C(=O)Nc3ccc(C(=NC)NC(C)C)cc3)cc2)cc1
  103	98	94	101	101	110	106	101	109
c1ccc2sc(SCc3nc(-c4ccc5c(c4)OCO5)no3)nc2c1
  103	95	100	96	101	102	102	100	106
COc1ccccc1Sc1nnc(/N=C2\C(=O)Nc3ccc(F)cc32)s1
  99	83	78	95	27	105	89	97	114
COc1ccc(NC(=O)C2CCC(=O)N2)cc1OC (stereo not given)
  104	99	102	103	100	108	107	92	93
Oc1ccc(-c2nc(-c3ccc4oc5ccc(-c6[nH]c(-c7ccc(O)cc7)nc6-c6ccccc6)cc5c4c3)c(-c3ccccc3)[nH]2)cc1
  55	79	39	64	51	16	79	31	62
CS/C(C#N)=C(\C#N)SC
  117	106	96	107	105	105	103	100	98
NS(=O)(=O)c1cccc(N/C=C/C(=O)c2cc3ccccc3oc2=O)c1
  95	93	83	101	99	102	100	100	107
O=C(/C=C/c1ccc(Cl)cc1)c1ccc(Nc2nc(NCCO)nc(Nc3ccc(Cl)cc3)n2)cc1
  63	65	47	78	19	87	26	-79*	20
COc1ccc(CSc2nc3cc(OC)c(OC)cc3c(=O)n2-c2ccccc2OC)cc1
  101	101	87	103	107	·	102	100	110
COc1ccc(-c2nnc(-c3ccc4c(c3)nc(-c3ccncc3)n4C3CCCCC3)o2)cc1
  96	70	72	89	72	68	54	62	89
CC(C)C1=C[C@@]23CC[C@@H]4[C@](C)(CCC[C@@]4(C)C(=O)OCC#CCN4CCOCC4)[C@H]2C[C@@H]1[C@H]1C(=O)CCC(=O)[C@H]13
  110	100	62	100	93	91	93	94	98
COc1ccc(-c2nnc(CNc3ncccn3)o2)cc1
  107	115	89	94	99	103	99	109	110
CCOC(=O)c1cc(C(=O)N2c3ccccc3Sc3ccccc32)n2c3ccccc3n(C)c12
  100	90	80	92	101	92	100	96	95
Cc1ccc2c(c1)/C(=N\N=C/c1cn(C(C)C)c3ccccc13)C(=O)N2
  46	59	67	76	74	68	29	28	49
O=C(Nc1ccccc1)c1cc2ccccc2s1
  101	110	93	100	30	97	64	76	49
O=CC(OC(=O)c1ccccc1)C(OC(=O)c1ccccc1)C(COC(c1ccccc1)(c1ccccc1)c1ccccc1)OC(=O)c1ccccc1 (stereo not given)
  -38*	77	94	79	61	93	49	7.5*	97
Cc1cccc(C)c1NC(=O)Nc1cccc(C#N)c1
  99	97	93	·	108	83	100	97	108
O=C(Nc1ccc2ncnc(Nc3ccc(F)c(Cl)c3)c2c1)c1cccs1
  93	64	51	69	·	46	51	55	99
C1=C(c2ccccc2)CCCC1
  113	101	103	93	100	94	102	104	99
CCOC(=O)CCCCC1C(CCCC(=O)OCC)C=NN1C (stereo not given)
  112	121	89	101	104	100	112	104	100

# Retrieved one by one from above, 4 records:
# Value order – SW-620	SF-539	SNB-75	SNB-19	KM12	SF-295	HCT-15	HCT-116	HCC-2998
COc1ccc(-c2nnc(-c3ccc4c(c3)nc(-c3ccncc3)n4C3CCCCC3)o2)cc1
  96	70	72	89	72	68	54	62	89
COc1ccc(-c2nnc(CNc3ncccn3)o2)cc1
  107	115	89	94	99	103	99	109	110
NS(=O)(=O)c1cccc(N/C=C/C(=O)c2cc3ccccc3oc2=O)c1
  95	93	83	101	99	102	100	100	107
O=C(Nc1ccc2ncnc(Nc3ccc(F)c(Cl)c3)c2c1)c1cccs1
  93	64	51	69	·	46	51	55	99

# Carrying on.
# Value order – SW-620	SF-539	SNB-75	SNB-19	KM12	SF-295	HCT-15	HCT-116	HCC-2998
CCNCCC(=O)N1[C@@H](c2ccc(Cl)cc2)c2[nH]c3ccccc3c2C[C@@H]1OC(C)=O
  92	94	76	94	98	93	100	92	97
O=c1cc(Cl)c(=O)[nH][nH]1
  102&92	100&109	97&105	101&110	113&98	105&111	105&105	103&96	101
Cn1c(O)c(C(=NCCN)c2ccccc2)c(=O)n(C)c1=O
  110	94	94	·	114	88	97	94	125
COc1ccc(C2=C(Br)C(=O)C(c3ccc(OC)cc3)=C(Br)C2=O)cc1
  124	104	80	105	98	102	98	101	111
O=C(Nc1ncc(Cc2cccc(C(F)(F)F)c2)s1)c1ccc2c(c1)OCCO2
  37	-0.7*	26	43	11	9.0*	8.3*	11	20
CC1=C(C)C(=O)C(C(C2=C(C)C(=O)C(C)=C(C)C2=O)c2ccc(N(C)C)cc2)=C(C)C1=O
  82	75	72	104	83	69	84	71	97
N=C(N)c1ccc(-c2ccc(-c3ccccc3)o2)o1
  1.1*	35	33	38	17	44	13	19	47
CS(=O)(=O)Nc1ccc(C(=O)NCc2ccc(N3CCOCC3)cc2)cc1
  100	104	93	105	107	·	110	106	100
Nc1ccc(S(=O)(=O)c2ccc(NCNc3nc(N)nc(N)n3)cc2)cc1
  96	101	99	109	112	118	105	107	120
O=C1c2ccc(Cl)cc2C(=O)c2ccc(Cl)cc21
  105	93	87	105	102	107	95	101	101
O=C(OCc1ccc([N+](=O)[O-])o1)c1ccc(Cl)cc1
  108	91	96	100	110	89	94	97	109
CCCCN(CCCC)CC(O)c1cc2ccc(C(F)(F)F)cc2c2cc(C(F)(F)F)ccc12 (stereo not given)
  51	81	99	92	69	·	66	77	91
Nc1nc(SCc2cccc(CCl)c2)c2ncn(Cc3cccc(CCl)c3)c2n1
  107	100	106	99	107	103	102	108	·
N#C/C(=C\c1ccc(Cl)cc1)C(=O)NNc1nc2ccccc2[nH]c1=O
  103	101	84	93	101	91	95	98	120
C=C(C)[C@@H]1CC[C@]2(C(=O)OC)CC[C@]3(C)[C@H](CC[C@@H]4[C@@](C)(CC/C(N)=N/O)[C@H](C(=C)C)CC[C@]43C)[C@@H]12
  97	98	95	96	99	96	102	90	96
O=S(=O)(NC1CCc2ccccc21)c1ccccc1 (stereo not given)
  102	100	80	103	109	·	107	96	116
COc1ccc(NC2=C(Br)C(=O)C(C)=C(C)C2=O)cc1
  99	91	72	85	95	99	92	14	100
N#CC1=C(n2cccc2)OC2=C(C(=O)CCC2)C1c1cccs1 (stereo not given)
  74	82	77	99	72	·	59	67	106
COc1cc(/C=C/c2cc(/C=C/c3ccc(O)c(OC)c3)n(C(=O)c3ccccc3Br)n2)ccc1O
  21	4.0*	27	36	5.0*	-30*	16	6.9*	41
CCOC1(C)C(=O)C(C)(C)C1(C)Cl (stereo not given)
  106	101	82	110	105	93	112	98	102
Cc1nn(-c2ccc(Cl)cc2)c(=O)n1CCn1ccnc1
  104	104	87	108	107	90	104	95	105
COc1cc(C2C3=C(COC3=O)N(CCO)c3cc4c(cc32)OCCO4)cc(OC)c1O (stereo not given)
  17	-31*	-18*	27	-15*	2.7*	49	13	-11*
NC(=N\N=C\c1ccccc1)/C(N)=N/N=C/c1ccccc1
  112&102	124&101	108&110	112&108	101&98	109&96	99&93	99&93	108&109
